Compound activity (PubChem)
mcGAS lum – cyclic GMP-AMP synthase inhibitors, mouse, primary biochemical chemiluminescence. Q8C6L5. recombinant cGAS, Kinase-Glo ATP depletion luminescence. inhibition, % at 12.5 µM. hit rate 0.15% among 160,000. AID 1259399, 2018;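 further: 0% = negative control wells and 100% = reference inhibitor with no enzyme activity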
hcGAS lum – Primary biochemical luminescence assay for human cyclic GMP-AMP synthase inhibitors; hit rate 0.081% among 290,000; inhibition, % at 12.5 µM; recombinant h-cGAS, ATP depletion, Kinase-Glo luminescence;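 further: 0% = vehicle reaction and 100% = reaction without DNA for no activity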
Target sequence (Q8N884 whole entry, looked up): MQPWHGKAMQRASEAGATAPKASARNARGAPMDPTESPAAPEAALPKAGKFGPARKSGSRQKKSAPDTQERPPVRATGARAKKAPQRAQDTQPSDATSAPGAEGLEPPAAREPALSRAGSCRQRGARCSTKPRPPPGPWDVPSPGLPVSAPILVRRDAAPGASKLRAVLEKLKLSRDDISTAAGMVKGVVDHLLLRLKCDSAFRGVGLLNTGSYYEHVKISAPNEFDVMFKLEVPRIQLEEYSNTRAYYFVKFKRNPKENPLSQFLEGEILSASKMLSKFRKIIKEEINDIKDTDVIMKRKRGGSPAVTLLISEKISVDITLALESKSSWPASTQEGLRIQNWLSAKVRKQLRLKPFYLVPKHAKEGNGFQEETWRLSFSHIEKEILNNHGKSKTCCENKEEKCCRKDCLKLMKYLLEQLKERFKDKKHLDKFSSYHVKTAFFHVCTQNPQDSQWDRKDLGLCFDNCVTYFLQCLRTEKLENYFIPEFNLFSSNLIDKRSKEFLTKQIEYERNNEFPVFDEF
NPYLR7 ag – agonists of mosquito NPYLR7 receptor, primary screen, cell-based, Aedes aegypti, calcium fluorescence, mosquito biting behavior; Aedes aegypti neuropeptide Y-like receptor 7 (NPYLR7); AID 1259423, 2018; hit rate 0.15% among 270,000; activation, % at 10 µM; HEK293T NPYLR7/Galpha15, GCaMP6s calcium fluorescence; in the data active means activation above about 40%;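 further: 0% = vehicle and 100% = reference agonist at the receptor; some compounds past the cut are filed as inactive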
* marks the source's active call; other numbers are inactive results; · = not tested or not shown; & = joins results of further samples. Unless noted, no stated cut-off is given here; in the data, active means inhibition above about 40%; inactive means the rest.

SMILES,mcGAS lum,hcGAS lum,NPYLR7 ag
COc1ccc(CCOC(=O)[C@@H]2CCCN2C(=O)C2CCC(CNC(=O)OC(C)(C)C)CC2)cc1OC (stereo partly drawn),-5,-10,-6
CCNC(=O)N(Cc1cccc(OS(C)(=O)=O)c1)C(C)C,-4,-4,-5
CSC(C)CCN1CCC(OCc2cccnc2)CC1 (stereo not drawn),·,5,-2
Cc1ccc(C)c(Cn2c(CCNC(=O)C(C)C)nc3ccccc32)c1,-7,0,7
Cc1sc(-n2cccc2)c(C(=O)OCC2CCCCO2)c1C (stereo not drawn),·,-12,4
COc1c[nH]c(CN2CCCC(CCc3cccc(F)c3)C2)cc1=O (stereo not drawn),·,-7,7
O=C(CCC1CCCCC1)NC1CCCCC1,·,-6,3
CN(C)c1ccc(C=NNC(=O)CSc2nnc(-c3ccccc3)n2-c2ccccc2)cc1,-7,-10,-3
CC(CCc1ccccc1)NCC(O)c1ccc(O)c(C(N)=O)c1 (stereo not drawn),-5&-3,4&-7&-4&-5&-8,-13&-2&-2&5
O=C(C1CCC(O)CC1)N1C[C@@H]2CC[C@H](C1)N(Cc1cscn1)C2=O (stereo partly drawn),0,3,·
O=C1CN(Cc2cccc3cccnc23)CC(OCc2cccnc2)CN1CC1CCOCC1 (stereo not drawn),0,-9,-6
Cc1cccc(-n2ncc3c(=O)n4c(nc32)SCC4CC(=O)NCc2cccnc2)c1 (stereo not drawn),-7,-9,1
CCOc1ccc(N(CC(=O)Nc2cccnc2)S(=O)(=O)c2ccc(SC)cc2)cc1,-5,-6,11
COc1cc(Nc2ccc(NC(=O)Nc3cccc(C(F)(F)F)c3)cc2)nc(C)n1,-8,-9,14
CC(C)=CC(=O)Nc1cnn(Cc2cn3ccccc3n2)c1,·,-6,18
Cc1ccc(-c2cc(CC(=O)N3CCC(C(N)=O)CC3)no2)cc1,-9,-6,7
CC(=O)Nc1ccc(NC(=O)CSc2nc(=O)n(CCCO)c3c2CCCC3)cc1,-7,-5,-12
O=C(CC1SC(=Nc2ccccc2)N(c2ccccc2)C1=O)Nc1cccc(Cl)c1 (stereo not drawn),·,-7,-7
COCc1cc(C)nc(OCC(=O)N/N=C\c2cc([N+](=O)[O-])cc([N+](=O)[O-])c2O)c1C#N,32,4,5
O=c1[nH]c2cc3ccccc3cc2o1,·,-6,1
Cc1cc(C)n(CCCN(C)c2nc(-c3cccnc3)nc3c2cnn3C)n1,-16,-5,0
COc1cccc(CC2(CO)CCCN(C(=O)Nc3cccc(C(F)(F)F)c3)C2)c1 (stereo not drawn),-4,-13&-5,5&-9
Cc1ccc(CN(CCc2ccccc2)C(=O)CN(CCN2CCOCC2)C(=O)c2ccccc2F)o1,-4,-5,·
CS(=O)(=O)c1ccc(C(=O)N2CCC3(CC2)C(=O)Nc2ccccc23)cc1,·,-5,6
Cc1cccc(-c2nnc(SCc3ccccc3F)n2-c2ccccc2C)c1,-1,1,·
COC[C@@H]1CC(F)(F)CN1C1CCN(C(=O)C2CCOCC2)CC1,-5,-9,·
COc1cccc(S(=O)(=O)NC(=O)C2CC(c3ccccc3)=NO2)c1 (stereo not drawn),-14,-3,1
Cc1nc(-n2nc(-c3ccco3)cc2NC(=O)c2ccc(C(F)(F)F)cc2)[nH]c(=O)c1C,·,-3,1
Cc1ccc(-n2c(=O)c3ccccc3n(C(C)C(=O)NCc3ccccn3)c2=O)cc1Cl (stereo not drawn),-2,-6,27
CCOC(=O)c1c(S(=O)(=O)N(Cc2cccs2)C2CC2)n[nH]c1C,·,-5,10

SMILES,mcGAS lum,hcGAS lum,NPYLR7 ag
c1ccc(OCCN2CCN(c3ncnc4scc(-c5ccccc5)c34)CC2)cc1,·,4,1
COC(=O)c1ccc(S(=O)(=O)NCC(C)N(C)C)s1 (stereo not drawn),-14,-11,-1
Clc1ccc(Cc2nc(CSc3ccccn3)cs2)cc1Cl,-5,-3,4
CCc1ccc(C(=O)N2CCC3(CC2)OCC(C(=O)NCC2CCCO2)N3C(=O)c2ccccc2)cc1 (stereo not drawn),-4,-4,-1
CCOc1ccc(-c2cc3c(=O)n(CC(=O)NCCc4ccc(OC)c(OC)c4)ccn3n2)cc1,-8,-11,2
COc1ccc2nc(-c3ccc(NS(=O)(=O)c4ccc(C)cc4)cc3)cn2n1,-9,-4,-13
OC(Cc1ccccc1)C1CCN(c2nncc(-c3ccccc3)n2)CC1 (stereo not drawn),-3,-10,-6
Cn1c(=O)c2c(nc(SCC(=O)OCc3ccccc3)n2Cc2ccccc2Cl)n(C)c1=O,·,-4,15
Cc1nsc(NC(=O)NCC(c2ccccc2)c2ccccc2)n1,·,-5,9
Cc1cccc(Cn2cccc2CN(Cc2ccccc2C#N)CC2CCCCC2)c1,1,1,-11
CSc1ccc(C(=O)Nc2ccc3[nH]ncc3c2)c(-c2cccc(F)c2)c1,·,-6,-6
Cc1ccccc1CN(CCO)Cc1nc[nH]c1C,6,2,-5
CCOc1ccccc1C(=O)N1CCC(NC(=O)CN(C)C(=O)c2ccco2)CC1,·,-4,1
Cc1nn(C(F)F)c(C)c1C(=O)O,·,4,1
COc1ccc(-c2ccc(NC(=O)CN)c(F)c2)cc1Cl,·,-2,0
CN1CCCCC1CN1CCN(c2ccncc2Cl)CC1 (stereo not drawn),·,-7,3
COc1ccc2cc(Br)ccc2c1CC(=O)O,6,13,0
CSCc1nc(CNC(=O)C2CCOC2)cs1 (stereo not drawn),-2,-3,·
Cn1cc(NC(=O)c2cccc(CN3CCC3c3ccc(F)cc3)c2)cn1 (stereo not drawn),·,-2,2
O=C(N=Nc1c(O)[nH]c2ccc(Cl)cc12)c1ccccc1O,-4,-4,1
C=CCN(Cc1nccn1Cc1ccc(Cl)cc1Cl)C(=O)c1cccc(OC)c1,-7,-4,16
CCN1CCN(c2ccccc2NC(=O)CCNC(=O)c2cccc(C)c2)CC1,·,-3,3
CCOC(=O)c1nc2cc(Cl)c(Cl)cc2nc1N1CCN(C(=O)c2ccc3c(c2)OCO3)CC1,-4,-7,8
Cn1c(C2CCCN(S(C)(=O)=O)C2)nn(CC(=O)NCCc2ccccc2)c1=O (stereo not drawn),-8,-8,-3
COc1ccc(C2=NN(C(=O)CN3CCN(c4ccccc4F)CC3)C(c3ccc(C)cc3C)C2)c(OC)c1 (stereo not drawn),-7,-7,23
CCn1c(SCc2cc(F)ccc2Br)nnc1-c1c2c(nc3ccccc13)CCC2,-6,-7,-8
OCc1nc2ccc(Cc3ccc4nc(CO)[nH]c4c3)cc2[nH]1,2,11,-5
O=C(NCCCn1nnc2ccccc21)c1cn(Cc2cccc3ccccc23)nn1,-3,-1,-2
CN(Cc1cc(=O)n2c3c(sc2n1)CCCC3)C1CCCCC1,·,-3,1
COc1ccccc1-c1nc(COC(=O)c2nnn(-c3ccc(F)cc3)c2C)c(C)o1,-9,-7,2

Some values from above.
Cn1c(C2CCCN(S(C)(=O)=O)C2)nn(CC(=O)NCCc2ccccc2)c1=O (stereo not drawn) in hcGAS lum has -8
CSC(C)CCN1CCC(OCc2cccnc2)CC1 (stereo not drawn) in NPYLR7 ag has -2

More structures follow:
Compound | mcGAS lum | hcGAS lum | NPYLR7 ag
CCCCn1c(=NC(C)=O)c(C(=O)OCC)cc2c(=O)n3cccc(C)c3nc21 | · | -4 | 3
CCNC(=S)N1CCC(C(NC(=O)c2ccccc2F)C(=O)NC(C)CC)CC1 (stereo not drawn) | -4 | -3 | -3
CNC(=O)CCN(C)C(=O)C(O)c1ccc(C(F)(F)F)cc1 (stereo not drawn) | -7 | -1 | 3
FC(F)(F)c1nc(NCCc2c[nH]c3ccccc23)c2ccccc2n1 | · | -5 | 0
COc1ccc(OC)c(NC(=O)C2(C)CCN2CC(C)C)c1 (stereo not drawn) | · | -7 | 2
Brc1ccc(-c2nnn(CCOc3ccccc3)n2)cc1 | · | -3 | 2
Cc1oc2cc(OC(C)C)c(C(C)C)cc2c(=O)c1-c1ccc2c(c1)OCCO2 | -7 | -4 | 13
COC(=O)c1ccc(CNC(=O)C2CCC(=O)N(CCc3ccccn3)C2)cc1 (stereo not drawn) | -3 | -4 | 1
CCOC(=O)N1CCN(C(=O)C(C)n2nc(C)n3c(cc4sccc43)c2=O)CC1 (stereo not drawn) | -3 | -9 | 9
COc1nc(-c2ccc3c(c2)OCO3)n(-c2ccc(NC(=O)C3CCC3)cc2)n1 | -3 | -1 | 4
CCn1c(=S)n(CN2Cc3c(OC)ccc(OC)c3C(O)C2)c2ccccc21 (stereo not drawn) | · | -7 | 3
CC(C)C(C)NC(=O)CSc1nnc(NC2CCCCC2)s1 (stereo not drawn) | · | -5 | -1
CN1CC[C@H]2CN(C(=O)CCC3CCCCC3)C[C@@]2(C(=O)O)C1 | -6 | -10 | ·
Cc1cc(OC(=O)c2ccccc2[N+](=O)[O-])c([N+](=O)[O-])c(=O)[nH]1 | -6 | -4 | -3
CCN(CC)C(C(=O)NCC(=O)NC(C)C)c1cc(Cl)cc(Cl)c1 (stereo not drawn) | -14 | -9 | 2
Cc1cc(C)n(CCCC(=O)N2CCC3(CN(C)C(=O)O3)C2)n1 (stereo not drawn) | · | -6 | 4
Clc1ccc(-c2csc3ncnc(Sc4nnnn4C4CC4)c23)cc1 | · | -7 | 4
Cc1c(C(=O)NCc2ccc3c(c2)OCCO3)sc(=O)n1CCOc1ccc(F)cc1 | · | 5 | -10
CCN(C(=O)/C=C/c1cnn(C)c1)C12CC3CC(CC(C3)C1)C2 | · | -5 | 15
COc1ccc(CN(C)S(=O)(=O)NCc2ccccc2)c2cccnc12 | · | -3 | 6

2 compounds picked at random from those above, as already listed:
Compound | mcGAS lum | hcGAS lum | NPYLR7 ag
Clc1ccc(-c2csc3ncnc(Sc4nnnn4C4CC4)c23)cc1 | · | -7 | 4
CC(C)C(C)NC(=O)CSc1nnc(NC2CCCCC2)s1 (stereo not drawn) | · | -5 | -1

Going on with the list:
Compound | mcGAS lum | hcGAS lum | NPYLR7 ag
CCOC(=O)COc1nc(C)cc(COC)c1C#N | -3 | -3 | 3
CCC(C(=O)N1CCN(c2nc(C(C)C)nc3sc(C)c(C)c23)CC1)c1ccccc1 (stereo not drawn) | -5 | -6 | -13
O=C(c1ncncc1Cl)N(Cc1ccc(O)cc1)Cc1ccco1 | · | -10 | 0
COc1ccc(C(O)(c2ccc(OC)cc2)c2ccc(CN(Cc3ccccc3F)C3CC3)o2)cc1 | -3 | -1 | -8
COC(=O)CCN(Cc1cccc(F)c1F)C(=O)c1cc(C2CC2)[nH]n1 | -1 | 3 | 0
CCSCC(C)NCc1cc(-c2ccco2)on1 (stereo not drawn) | -1 | -1 | 6
O=C(c1ccc(C(F)(F)F)cc1)N(Cc1ccc(OS(=O)(=O)c2ccc(F)cc2)cc1)Cc1ccco1 | -1 | 4 | 0
Cc1nc2c(=O)n(CC(=O)Nc3ccc(C(N)=O)cc3)nc(-c3ccc(F)cc3)c2s1 | -6 | 9 | 4
O=C(O)c1ccc(COc2cccc(Cl)c2)s1 | · | -4 | -1
NC(=O)c1ccc(CN2CCCC2Cc2ccccc2)cc1 (stereo not drawn) | -3 | -4 | 1
CCCCCCCCC(=O)N(CCOC)CC(=O)Nc1cc(C(C)(C)C)nn1-c1ccc(OC)cc1 | -3 | -3 | 1
COc1ccc(/C=C\C(=O)Nc2cc(=O)n(C)c(=O)n2C)cc1OC | -7 | -11 | 10
CC(=O)Nc1ccc(N2C(=O)/C(=C/c3ccc([N+](=O)[O-])cc3)C=C2c2ccccc2)cc1 | -4 | -2 | -1
Cc1cc(S(=O)(=O)N2CCCCC2CCNC(=O)NC2CCCCC2)ccc1F (stereo not drawn) | · | -6 | 6
Fc1ccc(Oc2cc(N3CCN(Cc4ccc5c(c4)OCO5)CC3)ncn2)c(Cl)c1 | -5 | -5 | 10
O=C(CCNC(=O)OCC(F)(F)F)NS(=O)(=O)c1cccs1 | · | -8 | -5
CC(=O)OC12CC3CC(C1)CC(C(=O)Nn1cnnc1)(C3)C2 | -3 | -4 | ·
Cc1ncsc1CCOC(=O)CC12CC3CC(CC(C3)C1)C2 | · | -9 | 10
O=S(=O)(NCc1ncc(-c2ccccc2)o1)N1CCCCCC1 | · | -5 | 4
N#CC1C(=N)C(C#N)(C#N)C(c2ccccc2F)C2CNCC=C12 (stereo not drawn) | 1 | -1 | 2

Part of the list above, showing only hcGAS lum and mcGAS lum.
| Molecule | hcGAS lum | mcGAS lum |
| --- | --- | --- |
| O=S(=O)(NCc1ncc(-c2ccccc2)o1)N1CCCCCC1 | -5 | · |
| O=C(c1ccc(C(F)(F)F)cc1)N(Cc1ccc(OS(=O)(=O)c2ccc(F)cc2)cc1)Cc1ccco1 | 4 | -1 |
| COc1ccc(C(O)(c2ccc(OC)cc2)c2ccc(CN(Cc3ccccc3F)C3CC3)o2)cc1 | -1 | -3 |
